Tau fluor cs – counter-screen for tau fibril formation inhibitors; tau K18 P301L Alexa594 fluorescence, heparin fibrillization; Potency, µM (series often up to 57.7 µM), for the others: at the top dose activity change, negative = decrease; 280,000 tested, 0.93% active; further: on the % scale 0 is the no-effect control and ±100 the full control effect; nearly all actives have a fitted effect of over 55% in size
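Human tau K18 P301L (15 uM unlabeled, 0.24 uM Alexa 594-labeled) in 100 mM sodium acetate pH 7 with 20 uM heparin, 6 hr at 37 C. ThT 30 uM added, 1 hr ambient; Alexa 594 FP and total fluorescence read at 555/632 nm.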
Tau ThT inhib – blocks human tau fibril formation measured by thioflavin T | recombinant tau K18 P301L (four-repeat tau fragment), heparin-induced fibrillization, ThT fluorescence | P10636 | Potency, µM (titrated, usually from 57.4 µM), for the others: top-dose activity, negative = inhibition, most hits filed as inhibitors | 270,000 tested, 2.1% active; further: on the % scale 0 is the no-effect control and ±100 the full control effect; nearly all actives have a fitted effect of over 55% in size
Target sequence (P10636 561-689 P618L limits assumed): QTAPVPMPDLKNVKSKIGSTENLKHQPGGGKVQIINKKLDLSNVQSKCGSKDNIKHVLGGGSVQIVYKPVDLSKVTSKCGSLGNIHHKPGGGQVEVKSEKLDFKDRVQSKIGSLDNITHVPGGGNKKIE
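K18 P301L tau (15 uM + 0.24 uM Alexa 594-tagged), heparin 20 uM, NaOAc pH 7, 6 h 37 C; ThT 30 uM, 1 h RT, ex 450/em 510 nm.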
aGlu spleen mod – lysosomal alpha-glucosidase (human) modulation | AID 2112 | 240,000 tested, 0.006% active | Potency, µM (series often up to 79.9 µM), for the others: at the top dose activity change, negative = inhibition, actives largely listed as inhibitors | P10253 | human spleen homogenate, 4-MU-alpha-glucoside fluorescence;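 further: 0% = enzyme with vehicle and -100% = no enzyme basal signal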
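Human spleen homogenate (1 ug) with 4-methylumbelliferyl-alpha-D-glucopyranoside (1 mM final) in 50 mM citrate/phosphate pH 5.0, 0.01% Tween-20; 40 min at 37 C. Stopped at pH 10; 4-MU fluorescence Ex 365/Em 440 nm; AC50 by Hill fit.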
aGal spleen mod – inhibitors or activators of human alpha-galactosidase in spleen homogenate; AID 2107; 240,000 tested, 0.008% active; P06280; Potency, µM (highest dose often 80 µM), inactives show top-dose activity change, negative = inhibition, usual class: inhibitors; human spleen homogenate, 4MU-alpha-Gal fluorescence, 40 min;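 further: 0% = enzyme with vehicle and -100% = no enzyme basal signal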
Target sequence (P06280 32-429 limits assumed): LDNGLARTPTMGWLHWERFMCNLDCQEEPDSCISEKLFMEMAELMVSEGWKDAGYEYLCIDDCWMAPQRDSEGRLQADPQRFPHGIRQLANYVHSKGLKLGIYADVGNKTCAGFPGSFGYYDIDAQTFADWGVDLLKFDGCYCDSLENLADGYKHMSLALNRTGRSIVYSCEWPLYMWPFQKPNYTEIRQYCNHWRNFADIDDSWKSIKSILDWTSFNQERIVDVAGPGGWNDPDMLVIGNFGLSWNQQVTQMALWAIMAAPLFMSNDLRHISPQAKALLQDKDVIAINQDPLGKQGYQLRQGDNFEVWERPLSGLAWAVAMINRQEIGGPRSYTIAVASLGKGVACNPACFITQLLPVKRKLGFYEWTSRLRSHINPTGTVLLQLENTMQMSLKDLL
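Inhibition or activation of alpha-galactosidase in human spleen homogenate is scored by 4-MU fluorescence after 40 min at 37C, pH 5.0, with 1 mM substrate. AC50s come from concentration-response fitted to the Hill equation.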
HTT ATP protect – protects HTT-Q103 PC12 cells, measured by ATP. PC12 HTT-Q103 induced, cytoprotection, ATP luminescence, 40 h. 230,000 tested, 0.14% active. Potency, µM (series often up to 56.4 µM), for inactives: cytoprotection (ATP increase), usual class: activators;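 further: % of control where 0% means no effect; nearly all actives have a fitted effect of over 45% in size; toxic huntingtin expression switched on by the ecdysone agonist tebufenozide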
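Quantitative HTS on tebufenozide-induced (100 nM) PC12 cells expressing HTTQ103 exon 1–GFP; compounds tested as a concentration series; survival measured via cellular ATP.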
GAA glycogen mod – alters human alpha-glucosidase cleavage of glycogen | P10253 | recombinant GAA, glycogen substrate, Amplex Red glucose oxidase fluorescence | Potency, µM (highest dose often 76.4 µM), without a hit: at the top dose activity change, negative = inhibition, usual class: inhibitors | 300,000 tested, 0.38% active | AID 2100;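 further: 0% = full enzyme reaction and -100% = no-enzyme basal signal; the screen sought inhibitors and activators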
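Natural-substrate format: glycogen cleavage by 4 nM human enzyme, glucose read by Amplex Red coupling (Ex 573, Em 610 nm). Normalized to enzyme and no-enzyme controls.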
Tau FP inhib – blocks human tau fibril formation measured by polarization. K18 P301L tau heparin fibrillization, Alexa594 FP, 6 h. Potency, µM (titrated, usually from 57.7 µM), inactives show at the highest dose activity, negative = inhibition, hits mostly inhibitors. 280,000 tested, 0.39% active; further: on the % scale 0 is the no-effect control and ±100 the full control effect; nearly all actives have a fitted effect of over 55% in size
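Recombinant K18 P301L […], labeled with Alexa 594 at 0.24 uM over 15 uM unlabeled; heparin inducer 20 uM final; 37 C, 6 hr; FP endpoint.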
GAA inh – blocks human lysosomal alpha-glucosidase | 200,000 tested, 0.005% active | P10253 | purified human GAA, 4-MU-alpha-glucoside fluorescence | Potency, µM (highest dose often 76.9 µM), for the others: at the top dose activity change, negative = inhibition, usual class: inhibitors;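 further: plate controls were uninhibited enzyme wells for no effect and no-enzyme background for full effect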
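Read-out is 4-methylumbelliferone fluorescence (Ex 365/Em 440 nm) after NaOH/glycine stop at pH 10. Enzyme 4 nM, substrate 400 uM, pH 5.0 citrate buffer, 20 min room temperature; AC50 from Hill-equation concentration-response.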
Starred values were filed as active, the others as inactive; ? = inconclusive; · = not tested or not shown; & = joins results of further samples; [ ] = remark or other dose. The call rests on the fitted dose curve; in most records, active means well fitted curve in the direction sought with a large enough effect; inconclusive means small, poorly fitted or top-dose-only effect, or another doubt; inactive means no such curve, though single readings can be large; an effect the other way counts as inactive or inconclusive. Potency means the concentration at half of the fitted maximal effect.

canonical_smiles	Tau fluor cs	Tau ThT inhib	aGlu spleen mod	aGal spleen mod	HTT ATP protect	GAA glycogen mod	Tau FP inhib	GAA inh
CC(c1ccco1)N(C(=O)c1ccccc1NS(=O)(=O)c1ccc(Cl)c([N+](=O)[O-])c1)c1ccccn1 (stereo unspecified)	-18%	?	15%	10%	6%[10 µM]	-1%	0%	8%
COc1ccc(NC(=O)CSc2nnc(-c3cccs3)n2-c2ccccc2)cc1	-3%	3%	-1%	3%	-32%	3%	?	?
Cc1csc(NC(=O)CSc2nnc(-c3ccc(S(=O)(=O)N4CCCC4)cc3)o2)n1	-4%	-3%	2%	2%	-8%	9%	4%	4%
c1ccc(-c2csc3ncnc(NCCCN4CCOCC4)c23)cc1	1%	3%	-9%	4%	-13%[10 µM]	-7%	-1%	2%
N#C/C(=C/c1ccc(N2CCCCC2)o1)C(=O)Nc1ccc2ccccc2c1	?	13µM*	1%	-6%	1%[10 µM]	?	10%	0%
Cc1onc(-c2c(Cl)cccc2Cl)c1NC(=O)NN(C)C	3%	1%	-3%	-17%	26%[10 µM]	-10%	-1%	-4%
Cc1cc(Cl)ccc1NC(=O)CN1CCC(C(O)(c2ccccc2)c2ccccc2)CC1	-14%	-11%	-8%	6%	-41%[inhibitor]	-4%	-6%	-2%
COc1ccc(-c2cc3nc(C)c(CCC(=O)Nc4cccc(C(F)(F)F)c4)c(C)n3n2)c(OC)c1	-19%	-8%	·	·	·	10%[76.3 µM]	-12%	·
CCOC(=O)C1CCN(C(=O)Cn2c(-c3cccs3)cc3cc(Cl)ccc32)CC1	-18%	-10%	·	·	·	5%[76.3 µM]	11%	·
CCOC(=O)C1=C(CNCCc2ccc(Cl)cc2)NC(=O)NC1c1ccc2c(c1)OCO2 (stereo unspecified)	-20%	?	-2%	4%	-48%[inhibitor]	-6%	-3%	-6%
CN1CCN(C(=O)c2cc3sccc3n2CC(=O)c2ccccc2)CC1	-6%	-9%	-1%	6%	-10%	6%	2%	4%
COc1ccc(C(=O)c2c(N)sc3c2CCN(C(=O)OC(C)(C)C)C3)cc1	-20%	?	0%	-2%	14%[10 µM]	-7%	-14%	·
CCOc1ccc2[nH]c(=O)c(C(c3nnnn3CC3CCCO3)N3CCc4ccccc4C3)cc2c1 (stereo unspecified)	-5%	-8%	-1%	12%	-20%	-2%	-4%	?
COC(=O)c1c(NC(=O)CN2CCN(S(=O)(=O)c3ccccc3[N+](=O)[O-])CC2)sc2c1CCC(C)C2 (stereo unspecified)	1%	10%	6%	8%	14%[10 µM]	12%	3%	-7%
COc1cccc(-n2c(SCC(=O)NCCC3=CCCCC3)nc3n[nH]c(C)c3c2=N)c1	-19%	-13%	-9%	3%	-40%[inhibitor]	-12%	0%	-1%
O=C(Cn1c(=O)n(-c2ccc(F)cc2)c(=O)c2sc3ccccc3c21)NC1CCCCC1	9%	16%	·	·	·	10%[76.3 µM]	?	·
COc1ccc2c(=O)c3c(=O)n(Cc4ccco4)c(C(C)C)nc3oc2c1	5%	6%	12%	2%	-14%[10 µM]	-12%	-6%	-4%
COc1ccc2nc(SCC(=O)Nc3cc(OC)c(OC)cc3C(=O)O)c(C)cc2c1	-18%	?	-1%	-3%	14%[10 µM]	-1%	3%	4%
CC(OC(=O)C1CCCCC1)c1nc2ccccc2[nH]1 (stereo unspecified)	3%	-1%	-4%	5%	8%[10 µM]	11%	1%	-16%
CCOc1cc(NC(=O)c2cccs2)c(OCC)cc1NC(=O)CCC(=O)NCCN1CCOCC1	-11%	-9%	-1%	3%	5%[10 µM]	15%	4%	-1%
CCOc1ccc(CC(=O)C2=C(N3CCOCC3)CC(C)(C)CC2=O)cc1OCC	-15%	?	6%	-3%	-7%	4%	?	0%
COC(=O)CCCCCCCCCCN1CCCCC1	-2%	-4%	-5%	-1%	3%[1.9 µM]	11%	-1%	-1%
O=S(=O)(c1ccc(NC(=S)NCCC(c2ccccc2)c2ccccc2)cc1)N1CCOCC1	?	10%	5%	2%	-36%[10 µM]	-6%	14µM*	-11%
COc1ccc(C(=O)N2CCOC2CNC(=O)C(=O)NCc2ccc(Cl)cc2)cc1 (stereo unspecified)	-5%	-8%	·	0%	-26%	1%	-3%	-8%
COc1cccc(C2C(C(=O)Nc3ccc(C)cc3C)=C(C)Nc3nc4ccccc4n32)c1OC (stereo unspecified)	?	?	·	·	·	5%[76.3 µM]	-7%	·

Another view of part of the listing above.
CCOc1ccc2[nH]c(=O)c(C(c3nnnn3CC3CCCO3)N3CCc4ccccc4C3)cc2c1 (stereo unspecified)
  Tau fluor cs = -5%; Tau ThT inhib = -8%; aGlu spleen mod = -1%; aGal spleen mod = 12%; HTT ATP protect = -20%; GAA glycogen mod = -2%; Tau FP inhib = -4%; GAA inh = ?

COC(=O)c1c(NC(=O)CN2CCN(S(=O)(=O)c3ccccc3[N+](=O)[O-])CC2)sc2c1CCC(C)C2 (stereo unspecified)
  Tau fluor cs = 1%; Tau ThT inhib = 10%; aGlu spleen mod = 6%; aGal spleen mod = 8%; HTT ATP protect = 14%[10 µM]; GAA glycogen mod = 12%; Tau FP inhib = 3%; GAA inh = -7%

COc1cccc(-n2c(SCC(=O)NCCC3=CCCCC3)nc3n[nH]c(C)c3c2=N)c1
  Tau fluor cs = -19%; Tau ThT inhib = -13%; aGlu spleen mod = -9%; aGal spleen mod = 3%; HTT ATP protect = -40%[inhibitor]; GAA glycogen mod = -12%; Tau FP inhib = 0%; GAA inh = -1%

Next records follow.
Screens in order – Tau fluor cs, Tau ThT inhib, aGlu spleen mod, aGal spleen mod, HTT ATP protect, GAA glycogen mod, Tau FP inhib, GAA inh
N#CC(Sc1ccccn1)c1ccc(Cl)cc1 (stereo unspecified)
 : -14%, ?, 0%, -9%, -11%, 1%, -14%, -1%
COc1cc(NC(=O)CN2c3cccc4cccc(c34)S2(=O)=O)cc(OC)c1OC
 : -20%, -11%, -2%, 3%, -3%[0.074 µM], 5%, 6%, 4%
O=c1oc2ccc(Cl)cc2cc1-c1nnc(Nc2cccc(C(F)(F)F)c2)s1
 : 1%, ?, 1%, 9%, ·, -6%, 7%, 6%
COCCN(C(=O)c1cc(OC)c(OC)c(OC)c1)c1c(N)n(Cc2ccccc2)c(=O)[nH]c1=O
 : -14%, -12%, 0%, -2%, -23%, 1%, 1%, 2%
O=S(=O)(Cc1ccccc1)NCC1CCCN(Cc2cccc3nonc23)C1 (stereo unspecified)
 : -11%, -7%, -1%, 2%, 7%[10 µM], -9%, -3%, ?
O=C1C2C3C=CC(C3)C2C(=O)N1CC1CCCO1 (stereo unspecified)
 : -4%, -10%, 1%, 5%, 18%, 3%, 1%, 2%
NC(=O)c1ccccc1NS(=O)(=O)Cc1ccccc1
 : 5%, 4%, 4%, 5%, -8%, 3%, 9%, -6%
CCCCN(C)CC(O)Cn1cc(/C=C/C(=O)c2ccc(C)cc2)c2ccccc21 (stereo unspecified)
 : ?, 14µM*, ·, ·, ·, 3%, -4%, ·
O=C(O)COc1ccc(/C=N/NC(=O)c2ccccc2Br)cc1
 : -1%, -15%, -5%, -3%, -24%, 13%, 1%, -5%
COc1cccc(C(=O)Nc2cccc(C(=O)N3CCOCC3)c2)c1
 : 5%, 4%, -5%, -7%, -27%[0.074 µM], -4%, 2%, ?
Cc1ccc(N2CCN(C(=O)NC3CCCCC3)CC2C)cc1 (stereo unspecified)
 : 1%, ·, 0%, -5%, 8%[10 µM], -5%, 1%, ·
Cc1cccc(C(=O)NC2(C(F)(F)F)N=C(c3ccccc3)N(C3CCCCC3)C2=O)c1 (stereo unspecified)
 : -6%, 9%, ·, ·, ·, 2%[76.3 µM], -8%, ·
CC1CCCN(S(=O)(=O)c2cccc(-c3cn4cccnc4n3)c2)C1 (stereo unspecified)
 : -9%, 1%, 1%, 12%, -13%[0.074 µM], 4%, -3%, ?
COc1cccc(CNC(=O)c2ccccc2N)c1
 : 5%, -3%, 2%, 4%, -8%[0.074 µM], -8%, 12%, -8%
Cc1ccc(/C=C/C(=O)O)cc1S(=O)(=O)NC1CCS(=O)(=O)C1 (stereo unspecified)
 : 2%, 0%, 3%, 0%, ·, -7%, -1%, 5%
Cc1ccc(N/C=C2\C(=O)N(c3ccc(F)cc3F)C(c3cccnc3)S2(=O)=O)cc1 (stereo unspecified)
 : ?, ·, -3%, 5%, 5%[10 µM], 1%, -3%, ·
COc1ccc(/C=C2\C(=O)NC(=S)N2C(=O)c2ccc(C)cc2)cc1
 : -26%, ?, 4%, 3%, 16%[10 µM], 1%, -9%, -14%
Cc1nc(Sc2cccn2C)c(C(F)(F)F)c(=O)[nH]1
 : -13%, -13%, -1%, -2%, 32%, -3%, -3%, -5%
CCOc1cc(Br)cc(C2NC(=O)c3c(sc4c3CCN(C)C4)N2)c1O (stereo unspecified)
 : -20%, 16µM*, ·, ·, ·, ?, -12%, ·
Cc1ccccc1NC(=O)Cn1c(=O)n(-c2ccc(CC(=O)NCC3CCCO3)cc2)c(=O)c2ccccc21 (stereo unspecified)
 : -10%&-5%, -3%&-4%, -1%, 1%, -22%, 9%, -12%&5%, -12%

2 neighbouring records already listed, for reference:
Screens in order – Tau fluor cs, Tau ThT inhib, aGlu spleen mod, aGal spleen mod, HTT ATP protect, GAA glycogen mod, Tau FP inhib, GAA inh
CCOc1cc(Br)cc(C2NC(=O)c3c(sc4c3CCN(C)C4)N2)c1O (stereo unspecified)
 : -20%, 16µM*, ·, ·, ·, ?, -12%, ·
Cc1ccccc1NC(=O)Cn1c(=O)n(-c2ccc(CC(=O)NCC3CCCO3)cc2)c(=O)c2ccccc21 (stereo unspecified)
 : -10%&-5%, -3%&-4%, -1%, 1%, -22%, 9%, -12%&5%, -12%

Compound activity: PubChem, National Center for Advancing Translational Sciences (NCATS)
